Screens from PubChem.
GRK2 inh – compounds blocking aptamer binding on GRK2 – biochemical, human GRK2, bead flow cytometry, HTS, primary screen; Beta-adrenergic receptor kinase 1 (Homo sapiens), P25098; FAM-aptamer displacement from GRK2; 0.59% of 330,000 active; inhibition of aptamer binding, % at 10 µM;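 active = inhibition of aptamer binding above 40%, roughly 3 SD of noise, on plates passing a quality check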;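 note: median bead fluorescence of bound FAM aptamer so fluorescent compounds give negative values; no value below 0 was filed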
Yeast superoxide – reduction of superoxide in aged yeast, primary screen, HTS; S. cerevisiae aged cells, superoxide DHE fluorescence; hits give low values; superoxide response (% of plate mean), % at 10 µM; 0.18% of 330,000 active; AID 2690, 2010;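 active = superoxide response under a set limit, about three screen SD below normal, cut at about 65% in these data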;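 note: yeast aged for seven days with compound at 30 °C before DHE staining; 100% = average MFI of all compound-treated wells on the plate with controls excluded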
VLA-4 inh – inhibition in human VLA-4 binding assay, primary screen, VLA-4 allosteric modulator project, MLPCN library, flow cytometry, VLA-4 expressing cells. Integrin alpha-4 (Homo sapiens), P13612. ligand binding flow cytometry. inhibition, % (about 7 µM as worked out from the volumes in the protocol). 0.2% of 330,000 active; in the data active = inhibition above about 50%
Target sequence (P13612 whole entry, looked up): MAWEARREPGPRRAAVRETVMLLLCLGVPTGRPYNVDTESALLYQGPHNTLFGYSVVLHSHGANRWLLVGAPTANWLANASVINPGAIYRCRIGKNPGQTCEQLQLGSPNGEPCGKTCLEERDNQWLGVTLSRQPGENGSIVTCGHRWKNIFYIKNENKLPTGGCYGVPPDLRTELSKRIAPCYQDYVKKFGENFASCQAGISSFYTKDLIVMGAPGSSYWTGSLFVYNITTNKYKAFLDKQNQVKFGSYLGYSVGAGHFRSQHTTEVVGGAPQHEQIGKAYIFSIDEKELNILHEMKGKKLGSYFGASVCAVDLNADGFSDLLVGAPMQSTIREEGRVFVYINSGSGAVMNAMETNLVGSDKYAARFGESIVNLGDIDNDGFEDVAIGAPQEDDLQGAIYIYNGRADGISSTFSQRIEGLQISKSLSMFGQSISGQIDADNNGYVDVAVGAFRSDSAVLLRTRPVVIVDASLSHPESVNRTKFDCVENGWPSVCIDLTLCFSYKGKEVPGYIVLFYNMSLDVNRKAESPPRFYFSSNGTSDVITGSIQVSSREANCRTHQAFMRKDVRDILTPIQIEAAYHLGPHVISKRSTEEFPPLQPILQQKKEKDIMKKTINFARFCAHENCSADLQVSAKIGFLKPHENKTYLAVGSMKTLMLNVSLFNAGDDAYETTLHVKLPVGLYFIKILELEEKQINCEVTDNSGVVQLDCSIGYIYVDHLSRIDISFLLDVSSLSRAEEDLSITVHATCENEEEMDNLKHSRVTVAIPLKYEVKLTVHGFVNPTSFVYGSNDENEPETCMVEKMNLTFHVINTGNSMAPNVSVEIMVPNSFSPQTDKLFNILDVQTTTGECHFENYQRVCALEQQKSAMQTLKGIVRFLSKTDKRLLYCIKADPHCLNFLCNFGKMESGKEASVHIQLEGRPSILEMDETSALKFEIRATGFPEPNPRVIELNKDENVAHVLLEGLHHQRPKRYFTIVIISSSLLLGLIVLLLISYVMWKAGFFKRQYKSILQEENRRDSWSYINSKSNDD
BCLXL inh – inhibitors of human Bcl-xL, primary screen, biochemical, fluorescence polarization, HTS; Bcl-2-like protein 1 (Homo sapiens), Q07817; 0.7% of 320,000 active; GST-Bcl-xL / FITC-Bim BH3 peptide fluorescence polarization; AID 2129, 2009; inhibition, % at 10.9 µM;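 active = inhibition above the mean of all tested compounds plus 3 SD, cutoff set per campaign, cut at about 30% in these data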;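 note: 0% = DMSO wells and 100% = unlabeled Bim-BH3 peptide competitor; inhibitors lower millipolarization by displacing the labeled peptide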
AGP1-GFP MLPCN – modulators of AGP1-GFP expression in yeast TOR pathway, primary screen, cell-based, multiplex flow cytometry, S. cerevisiae, MLPCN library; 3 h; GFP as percent of DMSO wells; GFP response vs DMSO, % at 10 µM; 0.02% of 320,000 active; AID 2066, 2009;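 active = GFP response relative to DMSO above a set limit, near screen average plus 3 SD, cut at about 150% in these data; inconclusive = fewer than 70 cells counted for the yeast strain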;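 note: median GFP channel fluorescence of the gated AGP1 strain per well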
MEX-5 binding – MEX-5 zinc finger RNA-binding disruptors – biochemical, C. elegans, fluorescence polarization, MLPCN library, primary screen; 0.38% of 300,000 active; activity score (negative = inhibition of binding), % at 10 µM; Zinc finger protein mex-5 (Caenorhabditis elegans), Q9XUB2; MEX-5/FITC-TCR2 RNA binding; hits give low values; AID 1832, 2009;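 active = inhibition past about -25% in most replicates, and total fluorescence under double the plate's negative control median, limit read from the data; inconclusive = replicates evenly split on the limit, or fluorescence at least double controls; inactive = too little inhibition in most replicates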;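 note: 0% = DMSO and -100% = 5 µM competing unlabeled TCR2 RNA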
MCL1-BIM inh – inhibitors of MCL1 binding to BIM-BH3, primary screen, biochemical, fluorescence polarization; 0.68% of 320,000 active; inhibition, % at 10.9 µM; Induced myeloid leukemia cell differentiation protein Mcl-1 (Homo sapiens), Q07820; GST-MCL1 / FITC-Bim-BH3 fluorescence polarization;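 active = inhibition above the mean inhibition of all tested compounds plus 3 SD, set per campaign, cut at about 40% in these data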;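 note: 0% = DMSO wells and 100% = unlabeled Bim-BH3 peptide control; higher means more loss of mP so more displacement of Bim peptide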
CIT2 TOR yeast – modulators of CIT2-GFP expression in yeast, primary screen, S. cerevisiae, GFP fusion, multiplex flow cytometry, MLPCN library; S. cerevisiae CIT2-GFP strain, 3 h; 100 means same as DMSO wells; GFP response vs DMSO, % at 10 µM; 0.065% of 320,000 active; AID 2029, 2009;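 active = GFP response relative to DMSO above a set limit, near the screen mean plus 3 SD, cut at about 150% in these data; inconclusive = Fewer than 70 cells measured for a yeast strain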;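 note: ratio of well median GFP fluorescence to mean of DMSO wells on the plate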
GLD-1 RNA inh – GLD-1/TGE RNA complex disruptors, primary screen, biochemical, fluorescence polarization; purified GLD-1 + fluorescein TGE RNA; Female germline-specific tumor suppressor gld-1 (Caenorhabditis elegans), Q17339; inhibition, % at 5.96 µM; 0.44% of 320,000 active;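 active = percent inhibition above a per-plate cutoff, the plate mean of test compounds plus 3 SD, cut at about 30% in these data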;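 note: 0% = DMSO wells with GLD-1 and probe and 100% = wells lacking GLD-1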
* = called active by the depositor; ? = inconclusive; . = not tested or not shown; [ ] = dose if it differs, or a comment.

Each structure is followed by: GRK2 inh | Yeast superoxide | VLA-4 inh | BCLXL inh | AGP1-GFP MLPCN | MEX-5 binding | MCL1-BIM inh | CIT2 TOR yeast | GLD-1 RNA inh
1) COc1ccccc1Oc1cn[nH]c1-c1ccc(OCC(=O)NN)cc1O
  2 | 86 | 1 | 4 | 106 | ? | 2 | 99 | 8
2) COCC(=O)Nc1ccc(S(=O)(=O)Nc2ccccn2)cc1
  1 | 112 | 4 | 7 | 107 | 0.0 | 3 | 103 | 6
3) CC1(C)C(=O)N(OCc2ccccc2)C(C)(C)C(=O)N1OCc1ccccc1
  3 | 89 | -32 | 5 | 94 | -0.5 | 0 | 100 | 16
4) CN(C)CCN1C(=O)C(=O)/C(=C(/O)c2ccc(S(=O)(=O)N3CCOCC3)cc2)C1c1ccc(Br)cc1 (centres undefined)
  1 | 95 | 15 | 1 | 99 | -3.9 | 9 | 101 | 6
5) CCOCCCNC(=O)CSc1nc2nc(C)c(Cc3ccccc3)c(C)n2n1
  0 | 106 | 3 | 3 | 103 | -3.7 | 4 | 78 | 2
6) COC(=O)c1cc(COc2ccc3ccc(=O)oc3c2)c(C)o1
  0 | 91 | 6 | 3 | 90 | 0.9 | 2 | 90 | 2
7) Cc1oc(/N=C/c2ccc(O)cc2O)c(C#N)c1C
  17 | 104 | 2 | 64* | 95 | ? | 65* | 93 | 53*
8) COc1ccc(CC(NC(C)=O)C(=O)NC2CCN(C(=O)C3CC3)CC2)cc1OC (centres undefined)
  0 | 100 | 5 | -1 | 106 | -0.3 | 0 | 102 | 0
9) CCOC(=O)N1CCN(C(=O)c2ccc3c(=O)n(-c4ccc(OC)cc4OC)c(=S)[nH]c3c2)CC1
  0 | 117 | 4 | 8 | 106 | 2.2 | 10 | 112 | 3
10) Cc1nnc2ccc(N3CCN(c4ccccn4)CC3)nn12
  3 | 92 | -7 | 3 | 98 | 0.2 | 4 | 94 | 1
11) O=C(Cn1cc(C(=O)c2ccco2)c2ccccc21)Nc1ccccc1
  2 | 99 | 11 | 1 | 107 | 2.5 | 5 | 112 | 1
12) C/C=C(/C)C(=O)O[C@@H]([C@H](O)c1cc2ccc(=O)oc2cc1OC)C(C)(C)O[C@@H]1O[C@H](CO)[C@@H](O)[C@H](O)[C@H]1O
  0 | 95 | -6 | . | 107 | . | . | 95 | 3
13) CCN(c1cc(C)cc(C)c1)S(=O)(=O)c1nnc(NC(=O)c2ccco2)s1
  0 | 102 | 7 | 3 | 99 | -3.6 | 4 | 107 | 6
14) COc1ccc(N/C=C\C(=O)c2ccc3c(c2)OCO3)cc1OC
  1 | 95 | -2 | -1 | 104 | 4.1 | -4 | 105 | -4
15) O=[N+]([O-])c1ccc(Cl)c(CN2CCCCCC2)c1
  0 | 103 | -12 | 4 | 102 | 1.0 | 9 | 106 | 1
16) Cc1ccc(NC(=O)CCS(=O)(=O)c2cccc3nonc23)cc1Cl
  0 | 106 | 14 | 2 | 95 | 0.3 | 6 | 99 | 3
17) O=C(O)C1CCCCC1C(=O)NCc1ccc2c(c1)OCO2 (centres undefined)
  0 | 109 | 12 | 3 | 104 | 1.0 | 6 | 102 | -4
18) COc1ccc(/C=N/N=C2/NC(=O)C(CC(=O)O)S2)cc1OCc1ccc(Cl)cc1Cl (centres undefined)
  2 | 110 | 2 | 9 | 92 | -1.4 | 2 | 98 | 2
19) Clc1cccc(Cl)c1CNc1ccc(N2CCCC2)cc1
  0 | 103 | -2 | 9 | 102 | -6.7 | 17 | 102 | -6
20) Cc1ccc(NS(=O)(=O)c2c(C)nc3sccn3c2=O)cc1
  0 | 112 | 7 | 2 | 86 | 0.5 | 2 | 98 | 0
21) CC(C)NC(=O)NNC(=O)c1cc(COc2cc(Cl)cc(Cl)c2)on1
  0 | 97 | -3 | 6 | 105 | 0.7 | 4 | 102 | -1
22) NC(=O)CSc1nc2sc3c(c2c2ncnn12)CCCC3
  0 | 114 | -2 | 7 | 98 | 1.6 | 8 | 94 | 4
23) Cc1ccc2[nH]c(=O)c(CN(Cc3nnnn3C3CCCC3)C3CCCCC3)cc2c1
  0 | 86 | -3 | 8 | 80 | -2.1 | 11 | 78 | 1
24) CCn1c(CNC(=O)c2cccc(C)c2)nnc1SCC(=O)NC1=NCCS1
  3 | 92 | 1 | -5 | 96 | 4.6 | -10 | 100 | 12
25) O=[N+]([O-])c1ccc(N2CCNCC2)cc1NCc1cccnc1
  0 | 93 | -9 | -24 | 20[may fluoresce violet] | 0.2 | -96 | ? | -21
26) Cc1c(NC(=O)COC(=O)c2cc(-c3cccc4ccccc34)nc3ccccc23)c(=O)n(-c2ccccc2)n1C
  2 | 115 | 13 | 3 | 93 | 4.5 | 2 | 92 | 12
27) Cc1ccc(CCNC(=O)CS(=O)Cc2nc(-c3cccc(C)c3)oc2C)cc1 (centres undefined)
  0 | 118 | 25 | 1 | 91 | 0.3 | -1 | 96 | 0
28) Cc1ccc(C)n1-c1ccc(N2CCOCC2)c([N+](=O)[O-])c1
  1 | 87 | 6 | 6 | 101 | 0.4 | 5 | 110 | 2
29) CCN(CC)c1ccc(NC(=O)COc2ccccc2C)cc1S(=O)(=O)Nc1ccccc1OC
  0 | 81 | 3 | 4 | 107 | 0.5 | 1 | 101 | 3
30) CC1CCN(S(=O)(=O)c2ccc(NC(=O)CN3CCN(C)CC3)cc2)CC1
  0 | 97 | 30 | -2 | 98 | -0.9 | 0 | 95 | -3
31) COc1ccc(Nc2ncc3c(n2)CC(c2ccccc2)CC3=O)cc1 (centres undefined)
  1 | 134 | 0 | -1 | 113 | 0.0 | -2 | 117 | 4
32) CC(C)C[C@H](NC(=O)c1cc2cc(Cl)ccc2n1C)C(=O)N1CCC(C(=O)O)CC1
  0 | 106 | -10 | . | 98 | 1.4 | . | 94 | .
33) Cc1cc(NC(=O)CSCC(=O)N2CCN(c3cccc(C(F)(F)F)c3)CC2)no1
  0 | 96 | -5 | 2 | 98 | 2.6 | 7 | 94 | 6
34) Cc1ccc(-c2nn(-c3ccccc3)cc2/C=N/n2c(-c3ccncc3)n[nH]c2=S)cc1
  0 | 102 | 8 | -10 | 110 | 1.4 | -12 | 100 | 2
35) CCN(CC)C(=O)C(=O)Nc1ccc(Oc2ccccc2)cc1
  0 | 91 | 15 | 0 | 105 | -1.7 | -9 | 94 | 3
36) COC(=O)c1nc2nc(-c3cccs3)cc(C(F)(F)F)n2n1
  1 | 120 | 6 | 0 | 98 | -1.6 | -6 | 98 | -4
37) COc1ccc(CNC(=O)c2cc(S(=O)(=O)N3CCOCC3)cn2C)cc1
  1 | 99 | 27 | -2 | 95 | 0.0 | -4 | 98 | 1
38) CC(C)(C)C1CCC(OC(=O)CN2CCOCC2)CC1 (centres undefined)
  0 | 88 | 2 | -1 | 90 | 0.1 | 2 | 89 | 6
39) c1ccc(-c2csc(N3CCN(c4ccccn4)CC3)n2)cc1
  0 | 107 | 4 | -7 | 87 | 1.1 | -12 | 92 | 1
40) CN(CC(=O)Nc1ccc(F)cc1)CC(=O)N1CCCC1
  3 | 121 | -17 | -6 | 85 | . | -4 | 93 | -4
41) O=C(CCC1CCCN(C(=O)c2ccc3c(c2)OCO3)C1)N1CCN(c2ccccn2)CC1 (centres undefined)
  0 | 99 | 0 | 4 | 98 | 0.3 | 5 | 103 | 10
42) CCCc1nc(S(=O)(=O)Cc2ccc(Cl)cc2Cl)n[nH]1
  0 | 106 | 11 | -3 | 103 | 0.6 | 0 | 97 | 0
43) COc1cc(-c2nn3c(C4CCCCC4)nnc3s2)cc(OC)c1OC
  1 | 103 | -2 | -1 | 100 | -1.9 | 1 | 107 | -2
44) CC(C)CCn1nnnc1C(c1ccc(N(C)C)cc1)N1CCN(C(=O)c2ccco2)CC1 (centres undefined)
  1 | 82 | 4 | 8 | 101 | -0.4 | 9 | 97 | 0
45) CC1CCN(CC(O)COc2ccc(-c3ccccc3)cc2)CC1 (centres undefined)
  0 | 94 | 4 | 2 | 108 | -1.4 | 1 | 111 | 0
46) Cc1nn(C(=O)CCC(=O)NCc2ccc(OC(C)C)cc2)c2ccccc12
  0 | 112 | -6 | 3 | 94 | 2.3 | 2 | 98 | -3
47) COc1ccc(Cl)cc1NC(=O)CSc1nnc(COc2ccccc2)n1N
  1 | 103 | 5 | 2 | 107 | -1.4 | 9 | 98 | 7
48) Cc1ccc(N2C(=O)C3CC(c4ccccc4)=C4C5C=CC(C6C(=O)N(c7ccc(C)cc7C)C(=O)C56)C4C3C2=O)c(C)c1 (centres undefined)
  0 | 104 | 3 | 4 | 105 | -1.4 | 6 | 107 | 0
49) COc1ccc2c(=O)c(-c3cnn(-c4ccccc4)c3)c(C)oc2c1
  0 | 117 | 3 | 2 | 95 | 1.8 | 5 | 92 | -2
50) Cc1c(NC(=S)N/N=C/C=C/c2ccccc2)c(=O)n(-c2ccccc2)n1C
  2 | 112 | 3 | 8 | . | -0.8 | 5 | . | -1
51) COCCOC(=O)C1=C(C)NC2(O)c3ccccc3C(=O)C12O (centres undefined)
  0 | 102 | -3 | 3 | 105 | 0.3 | 2 | 108 | 6
52) O=C(COC(=O)C1CC1)NC(=O)NCc1ccccc1
  1 | 98 | 0 | 1 | 110 | 2.2 | 1 | 106 | 0
53) COc1ccc(N=Cc2cc(Cc3ccccc3Cl)cc([N+](=O)[O-])c2O)cc1OC
  5 | 115 | 4 | -12 | 77 | -2.4 | -18 | 107 | 6
54) O=C(NNC1=C(C(=O)C(F)(F)F)CCC1)c1cccc(Cl)c1
  0 | 98 | 4 | 2 | 93 | -2.3 | 11 | 88 | 1
55) COc1ccc(CN2CCc3ccccc3C2)cc1Br
  1 | 107 | 6 | 2 | 100 | -0.2 | 0 | 100 | 0
56) CCCCCC(=O)Nc1cc(S(=O)(=O)N2CCOCC2)ccc1N1CCN(C)CC1
  3 | 94 | 4 | 6 | 94 | -1.1 | 4 | 114 | 2
57) Clc1ccc(-c2cnc(Oc3ccccc3)nc2)cc1
  0 | 107 | 9 | 1 | 103 | -1.0 | 0 | 98 | -1
58) CCCn1c2c(c(O)c(C(=O)Nc3nccs3)c1=O)CCCC2
  1 | 104 | -6 | -5 | 95 | -1.8 | -8 | 97 | 0
59) CCN(CC)S(=O)(=O)c1ccc(C(C)NC(=O)C2CCCN2C(=O)c2cccs2)cc1 (centres undefined)
  0 | 96 | 2 | -12 | 98 | . | -14 | 99 | 0
60) C/C(=N\OCC(=O)NC(C)C)c1cccs1
  1 | 90 | 1 | -2 | 100 | 0.8 | -16 | 100 | 2

Random draw from the library; 2.1% or so of the library scored in one or more.
